Screens deposited in PubChem by several laboratories.
NR1D1 modulator: modulators of Rev-erb alpha DNA binding, primary screen, biochemical, FITC-DNA, fluorescence polarization, uHTS; Rev-erbα–FITC-DNA binding, 90 min; 370,000 tested, 0.79% active; AID 1259318, 2017; Nuclear receptor subfamily 1 group D member 1 (Homo sapiens), P20393; activity, % at 10 µM;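 active means activity above about 14%, limit read from the data; passing the limit was not always enough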;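 further: 0% = DMSO wells with 35 nM protein and 100% = DMSO wells with 750 nM protein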
SMARCA2 activ: SMARCA2 (BRM) function activators, primary screen, cell-based, luminescence, high throughput; MG213 cells, MMTV-luciferase reporter, dexamethasone, overnight; activation, % at 9.1 µM; AID 652017, 2013; 370,000 tested, 1% active; in the data active means activation above about 7.8%;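 further: 0% = vehicle wells and 100% = reference activator wells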
ASAP1 inh: inhibitors of human ASAP1 ArfGAP activity, primary screen, biochemical, fluorescence polarization; ASAP1-stimulated ARF1 GTP hydrolysis, GDP FP detection; inhibition, % at 16.5 µM; 360,000 tested, 0.19% active; in the data active means inhibition above about 25%;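 further: 0% = vehicle with enzyme and substrate and 100% = no enzyme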
ARFGAP1 inh: inhibitors of rat ARFGAP1 GAP activity, primary screen, biochemical, fluorescence polarization, GDP tracer; AID 651572, 2012; 360,000 tested, 0.26% active; Arfgap1-stimulated ARF1 GTP hydrolysis, GDP FP detection; ADP-ribosylation factor GTPase-activating protein 1 (Rattus norvegicus), Q62848; inhibition, % at 16.5 µM;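 active means inhibition above a per-plate limit, mean inhibition of low control wells plus 3 SD, cut at about 25% in these data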;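 further: 0% = DMSO wells with enzyme and 100% = wells lacking Arfgap1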
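Material: truncated rat Arfgap1 GAP domain; Incubation: compound-enzyme preincubation 20 min, reaction 120 min, detection 60 min, 25 °C; Read-out: percent inhibition of Arfgap1-stimulated GTP hydrolysis; Technique: FP, GDP Alexa 633 tracer displaced from anti-GDP antibody, 620/688 nm; Controls: No-Arfgap1 wells (100%) versus DMSO full-reaction wells (0%); Replication: single well per compound.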
NPR1 activator: GC-A stimulated cGMP production enhancers – HEK293 GC-A cells, cGMP TR-FRET, EC30 ANP, primary screen; Atrial natriuretic peptide receptor 1 (Homo sapiens), P16066; activation, % at 10 µM; 370,000 tested, 0.14% active; 0% at EC30 ANP, 100% saturating ANP; in the data active means activation above about 40%
mABHD4 FP: ABHD4 inhibitors, primary screen, biochemical, fluorescence polarization, mouse. AID 720543, 2013. purified mABHD4, FP-Rh probe fluorescence polarization. (Lyso)-N-acylphosphatidylethanolamine lipase (Mus musculus), Q8VD66. inhibition, % at 8.92 µM. 370,000 tested, 0.54% active;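 active means inhibition exceeding the mean over every tested compound plus 3 SD, cut at about 30% in these data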;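 further: 0% = plate median of compound wells and 100% = S159A mutant with DMSO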
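Assay system: mABHD4 protein; medium: HEPES pH 7.0, NaCl, Pluronic buffer; dosing: 8.92 µM, single dose; schedule: 45 min + 60 min at 25 °C; signal: FP readout, ex 525 nm / em 598 nm; read-out: normalized percent inhibition of probe labeling; repeats: single replicate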
PG9 binder: binders of HIV-1 gp120 antibody PG9, primary screen, biochemical, TR-FRET. HIV-1 gp120 / PG9 antibody interaction. TR-FRET gp120-PG9 antibody binding. inhibition, % at 6.7 µM. 360,000 tested, 0.43% active. AID 624416, 2012; in the data active means inhibition above about 8.5%
HTRA1 inhibitor: HTRA1 serine protease inhibitors, primary screen, biochemical, fluorescence polarization, HTS | recombinant HTRA1, FP-rhodamine activity-based probe | AID 504803, 2011 | Q92743 | 340,000 tested, 0.5% active | inhibition, % at 5.96 µM; in the data active means inhibition above about 36%;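 further: 0% = enzyme with DMSO and 100% = wells lacking enzyme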
GC-B act: human GC-B receptor activators, primary screen, HEK293 GC-B cells, cGMP TR-FRET, EC30 CNP | Atrial natriuretic peptide receptor 2 (Homo sapiens), P20594 | 0% at EC30 CNP, 100% saturating CNP | activation, % at 10 µM | 370,000 tested, 0.11% active;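 active means activation at 10 µM reaching about 35% in either raw or pattern-adjusted values, limit read from the data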
Target sequence (P20594 whole entry, looked up): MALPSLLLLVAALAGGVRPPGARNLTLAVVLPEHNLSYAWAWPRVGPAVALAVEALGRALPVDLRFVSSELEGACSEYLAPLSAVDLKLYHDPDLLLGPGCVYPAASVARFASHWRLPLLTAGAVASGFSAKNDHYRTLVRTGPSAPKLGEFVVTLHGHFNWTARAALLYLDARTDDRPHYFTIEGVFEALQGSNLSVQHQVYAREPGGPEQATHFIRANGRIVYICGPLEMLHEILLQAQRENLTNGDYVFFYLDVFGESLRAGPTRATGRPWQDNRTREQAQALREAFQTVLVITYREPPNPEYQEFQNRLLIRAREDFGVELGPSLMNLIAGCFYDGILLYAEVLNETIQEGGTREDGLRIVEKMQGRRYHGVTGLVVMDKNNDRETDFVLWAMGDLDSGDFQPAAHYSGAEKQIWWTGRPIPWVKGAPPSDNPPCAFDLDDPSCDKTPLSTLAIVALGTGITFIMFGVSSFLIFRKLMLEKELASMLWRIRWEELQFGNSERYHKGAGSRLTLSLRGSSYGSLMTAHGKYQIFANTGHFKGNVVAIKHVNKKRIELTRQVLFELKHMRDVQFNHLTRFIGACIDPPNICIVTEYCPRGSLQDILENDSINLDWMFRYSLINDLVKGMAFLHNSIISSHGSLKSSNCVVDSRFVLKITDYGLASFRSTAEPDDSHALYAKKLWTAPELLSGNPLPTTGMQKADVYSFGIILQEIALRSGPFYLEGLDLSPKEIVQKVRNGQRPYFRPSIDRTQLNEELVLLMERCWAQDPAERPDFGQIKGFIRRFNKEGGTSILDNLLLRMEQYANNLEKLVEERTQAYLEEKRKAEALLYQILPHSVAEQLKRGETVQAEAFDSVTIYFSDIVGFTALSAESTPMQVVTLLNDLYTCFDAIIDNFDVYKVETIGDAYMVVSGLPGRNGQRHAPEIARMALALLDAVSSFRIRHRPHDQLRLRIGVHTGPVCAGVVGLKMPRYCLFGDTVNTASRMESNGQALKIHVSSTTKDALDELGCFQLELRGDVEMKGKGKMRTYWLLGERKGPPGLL
rCAG RNA binder: binders of r(CAG) RNA repeats, primary screen, biochemical, fluorescence; r(CAG) RNA repeat, TO-PRO-1 dye displacement fluorescence; 370,000 tested, 1.3% active; AID 651821, 2012; inhibition, % at 3 µM;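 active means inhibition above the plate cutoff, the mean of all test compounds on that plate plus 3 SD, cut at about 35% in these data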;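 further: 0% = DMSO alone and 100% = 100 µM mitoxantrone as full dye displacement; higher means more dye released from RNA so lower well fluorescence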
The depositor's hits bear a star; nt = no result given.

SMILES | NR1D1 modulator | SMARCA2 activ | ASAP1 inh | ARFGAP1 inh | NPR1 activator | mABHD4 FP | PG9 binder | HTRA1 inhibitor | GC-B act | rCAG RNA binder
COc1cc(NC(=O)c2ccc(F)cc2)c(OC)cc1NC(=O)CN1CCOCC1 | -0.7 | -1.8 | 5.1 | -4.5 | -0.6 | -3.6 | -1.9 | 3.8 | -4.4 | -3.6
COc1ccccc1NS(=O)(=O)c1ccc(C)c(C(=O)NCC2CCCO2)c1 (stereo unspecified) | -0.9 | -1.5 | -10.5 | 13.7 | 3.8 | 7.4 | 1.4 | 1.8 | 1.8 | -0.2
Cc1ccc(CN2CCC[C@]3(N[C@H](c4ccc(C(F)(F)F)cc4)[C@@H]4C(=O)N(C)C(=O)[C@@H]43)C2=O)cc1 | 0.4 | 1.9 | 8.7 | -1.7 | 2.6 | -7.5 | -0.1 | 3.5 | 0.0 | -0.8
Cc1ccc2nc3n(c(=O)c2c1)-c1cc2ccccc2cc1C(=O)NC3Cc1ccccc1 (stereo unspecified) | 3.6 | 2.3 | -6.8 | -9.7 | -3.3 | -31.8 | -1.0 | -76.5 | 1.7 | 11.0
COC(=O)c1sccc1NC(=O)CSc1ccccc1NS(=O)(=O)c1ccccc1Cl | 5.9 | -1.2 | -11.3 | -4.8 | -2.1 | -23.2 | -0.9 | -30.4 | 5.6 | 35.5*
COc1ccc(C(C(=O)NC(C)(C)C)N(C(=O)CCC(=O)Nc2cc(C)on2)c2c(C)cccc2C)cc1 (stereo unspecified) | -2.5 | 5.2 | -4.0 | -6.8 | -27.6 | -2.1 | -0.3 | -4.5 | -4.0 | 0.0
COc1ccccc1/C=C/C(=O)OCC(=O)N1CCN(S(=O)(=O)c2ccc(C)cc2C)CC1 | 2.0 | -2.5 | -8.1 | 6.4 | -0.8 | 0.2 | 0.8 | 3.0 | 3.1 | -1.7
CCSc1ccc([C@@H]2[C@H]3C(=O)N(CC)C(=O)[C@H]3[C@]3(C(=O)OC)CCCCN23)cc1 | 4.5 | 0.2 | -5.3 | -3.6 | -1.2 | -8.5 | 0.8 | -15.5 | 1.6 | -3.1
O=C(Nc1ccc(Cl)c(Cl)c1)N1N=CCC1c1ccccc1 (stereo unspecified) | 2.3 | -1.6 | 1.9 | 20.3 | 0.8 | -24.1 | -0.3 | -32.6 | -3.9 | -0.3
COc1ccc(-c2nnc(NC(=O)c3cccs3)s2)c(OC)c1 | 3.5 | -2.9 | 3.1 | 1.0 | -4.4 | -0.7 | 0.2 | 6.9 | -3.1 | -1.7
O=C1SCCC1NS(=O)(=O)c1ccccc1[N+](=O)[O-] (stereo unspecified) | -1.0 | -1.3 | 8.1 | 0.5 | 1.2 | 1.5 | 0.3 | -3.0 | 2.8 | 2.0
CC1CCN(c2ccccc2NC(=O)c2ccc(Br)o2)CC1 | 0.8 | 0.4 | 14.8 | -4.2 | -7.1 | 17.9 | -2.0 | -7.3 | 0.9 | 0.2
Cn1c(C(=O)OC(C(=O)NCC2CCCO2)c2cccnc2)cc2sccc21 (stereo unspecified) | nt | -5.0 | -1.7 | 4.4 | nt | -4.4 | -2.1 | 0.9 | nt | -5.5
O=C(NCc1nc2ccccc2[nH]1)C1=C[C@H](C2CCCCC2)C[C@H](OCc2ccc(CO)cc2)O1 | 3.1 | 1.8 | -0.4 | 9.3 | -3.3 | -18.0 | 0.1 | -15.7 | 6.6 | 11.7
O=C1CC(c2ccccc2)CN1C(=O)c1ccccc1 (stereo unspecified) | -5.8 | 1.4 | 6.6 | 8.4 | -5.3 | 7.4 | -2.1 | 0.0 | -0.3 | 1.7
COc1ccc(N(CC(=O)NC2CCCCC2)C(=O)CNC(=O)c2cccs2)cc1OC | 2.2 | -2.2 | 9.7 | -2.0 | 2.1 | 5.7 | -1.0 | 1.6 | -3.9 | -3.1
O=C(CSCc1ccc(C(=O)O)cc1)Nc1ccc2ccccc2c1 | -2.7 | -2.4 | 11.8 | -6.5 | 1.8 | -4.9 | 1.6 | 4.5 | 5.0 | 2.7
O=S(=O)(c1cnccc1N1CCN(/N=C/c2ccc(Cl)cc2)CC1)N1CCCCC1 | 1.7 | -1.4 | 7.8 | 3.8 | 9.3 | -9.0 | 0.9 | 1.1 | -4.8 | 2.4
Clc1ccsc1-c1csc(-c2cccnc2)n1 | 3.3 | 6.0 | 6.2 | -9.2 | -9.6 | -5.1 | -0.9 | -19.8 | -0.2 | 2.8
O=C(O)c1cccc(-n2cccc2/C=C/[N+](=O)[O-])c1 | -0.5 | 3.7 | 9.6 | -6.2 | 1.3 | 12.4 | -1.2 | 11.4 | 0.5 | 13.1
Cc1cc(C)c(-c2csc(NC(=O)c3cc([N+](=O)[O-])ccc3N3CCOCC3)n2)c(C)c1 | 5.5 | 0.7 | -6.0 | 15.3 | 7.3 | -1.9 | -0.2 | -19.5 | 2.1 | 0.4
CCOC(=O)c1cc2c(OC)ccc(OC)c2n1CC(=O)c1ccccc1 | 16.4 | -2.9 | -11.7 | 7.3 | -8.7 | 1.8 | 6.0 | -3.7 | 1.1 | 1.7
CNC(=O)COC(=O)[C@@H](Nc1ccc(S(=O)(=O)N2CCOCC2)cc1[N+](=O)[O-])C(C)C | 3.7 | 4.1 | -11.6 | 2.0 | -0.8 | -3.5 | -1.3 | -2.2 | -0.7 | 0.6
CCCc1ccc2oc(C(=O)N3CCN(CC(=O)NC(C)C)CC3)c(C)c2c1 | -2.1 | 2.4 | -2.2 | 12.7 | 0.9 | 3.2 | 0.0 | -1.7 | 0.0 | -8.1
Cc1ccc(-c2nc3ccccc3[nH]2)cc1NC(=O)c1ccc2c(c1)OCO2 | -4.0 | -1.0 | -7.4 | 11.3 | 15.9 | -9.0 | -0.8 | -25.0 | 7.8 | 9.7
COc1cccc(CNc2nc3cc(-c4ccc(C)cc4)sc3c(=O)n2C)c1OC | -3.6 | -4.8 | -4.6 | -13.8 | 2.9 | -35.9 | 0.2 | nt | -10.2 | 7.2
Cc1ccc(S(=O)(=O)N(C)C)cc1NC(=O)COC(=O)/C=C/c1ccc(F)cc1 | -1.2 | -1.5 | -5.5 | -3.2 | 0.0 | -9.0 | 1.2 | -0.6 | 1.7 | 0.4
COc1cc(C(=O)Nc2ccc(OCC(=O)O)cc2)cc(OC)c1OC | -0.6 | -1.4 | 1.1 | -9.8 | 5.8 | -0.8 | -1.4 | 4.6 | 1.8 | 3.8
COc1cc(/C=C2\CCC(C)C3=C(c4cc(OC)c(OC)c(OC)c4)C(C#N)=C(N)OC32)cc(OC)c1OC (stereo unspecified) | 10.1 | -6.7 | 3.1 | -4.9 | 1.4 | 5.1 | 1.7 | 0.3 | 5.4 | 9.4
CC1(C)CC(=O)C=C(NCCN2CCN(C(=O)Nc3ccccc3)CC2)C1 | -0.8 | -1.9 | -9.1 | 5.1 | -0.6 | 2.3 | -2.7 | -4.0 | 2.8 | -3.6

Record cards, as listed above.
Results for CNC(=O)COC(=O)[C@@H](Nc1ccc(S(=O)(=O)N2CCOCC2)cc1[N+](=O)[O-])C(C)C = NR1D1 modulator = 3.7; SMARCA2 activ = 4.1; ASAP1 inh = -11.6; ARFGAP1 inh = 2.0; NPR1 activator = -0.8; mABHD4 FP = -3.5; PG9 binder = -1.3; HTRA1 inhibitor = -2.2; GC-B act = -0.7; rCAG RNA binder = 0.6
Results for COc1cc(C(=O)Nc2ccc(OCC(=O)O)cc2)cc(OC)c1OC = NR1D1 modulator = -0.6; SMARCA2 activ = -1.4; ASAP1 inh = 1.1; ARFGAP1 inh = -9.8; NPR1 activator = 5.8; mABHD4 FP = -0.8; PG9 binder = -1.4; HTRA1 inhibitor = 4.6; GC-B act = 1.8; rCAG RNA binder = 3.8

Additional records.
SMILES | NR1D1 modulator | SMARCA2 activ | ASAP1 inh | ARFGAP1 inh | NPR1 activator | mABHD4 FP | PG9 binder | HTRA1 inhibitor | GC-B act | rCAG RNA binder
O=C(COC(=O)/C=C/c1ccc2ccccc2n1)NNC(=O)c1ccccc1 | -0.7 | -2.7 | -15.9 | 48.7* | -3.1 | -3.8 | -1.2 | -12.3 | -1.2 | 14.6
CN(C)/C=C/C(=O)c1ccccc1OCc1cnc(Cl)s1 | 1.2 | -1.8 | 3.2 | 7.7 | -1.4 | -6.8 | 0.1 | -7.4 | 4.0 | 18.0
CN(C)C(=O)N1CCC(C(=O)NCc2ccccc2Cl)CC1 | 3.6 | -0.2 | 2.6 | 7.6 | 4.0 | 3.2 | -0.6 | -6.6 | -1.0 | -3.7
CC/C(=N/O)c1cnnc(SC)n1 | 1.9 | -3.8 | -13.1 | 15.0 | 1.7 | -2.6 | -1.1 | 0.2 | 2.6 | -2.4
Cc1ccc(-n2c(SCC(=O)NCC3CCCO3)nc3ccccc3c2=O)cc1 (stereo unspecified) | -3.5 | 0.2 | 11.7 | 1.6 | 1.3 | 5.1 | 0.7 | 1.9 | -3.5 | -1.8
COc1cc(OC)nc(Nc2nc(C(N)Cc3ccc(F)cc3)cs2)n1 (stereo unspecified) | 2.4 | -2.0 | 5.4 | 5.9 | -25.3 | 8.5 | -1.3 | nt | -15.0 | 19.4
O=C(COC(=O)c1cnccn1)c1ccc([N+](=O)[O-])cc1 | -0.3 | -3.6 | 1.1 | 3.0 | -2.7 | 7.2 | -0.2 | 3.2 | 4.1 | 2.0
CCOC(=O)Cn1nc(C)c(NC(=O)COc2ccc([N+](=O)[O-])c(C)c2)c1C | 6.2 | 1.0 | -0.1 | -12.2 | 6.2 | 0.0 | -0.6 | 2.8 | 6.5 | -5.0
COC(=O)c1ccc(N2OC3(C)C=CC2CC3)cc1 (stereo unspecified) | 1.4 | 2.4 | -2.8 | -3.3 | 2.9 | 7.4 | 6.8 | -2.1 | -5.5 | -4.8
COc1ccc(S[C@]2(C(=O)N3CCOCC3)CC(=O)N(C(=O)c3ccccc3)[C@@H]2c2ccc(OC)cc2)cc1 | 4.3 | -3.5 | nt | nt | -5.2 | 1.9 | nt | nt | -8.5 | 7.8
CCc1ccc(C(=O)O)cc1 | -2.9 | -2.6 | 8.4 | -4.6 | 0.9 | -6.3 | 0.2 | 2.9 | 0.3 | -0.3
Cc1ccc2cc(CCNC(=O)c3cc4ccccc4o3)c(=O)[nH]c2c1C | 0.2 | -1.7 | -3.2 | 3.0 | -6.8 | 1.2 | 0.8 | -21.0 | -9.4 | 3.0
COc1ccc(S(=O)(=O)N(C)C)cc1NC(=O)COC(=O)Cn1cnc2ccccc2c1=O | 0.5 | -3.6 | -8.8 | -1.6 | -0.1 | 3.3 | -1.6 | 0.6 | -5.0 | 4.6
